CBFb-RUNX1 inh: CBF-beta/RUNX1 interaction disruption; 230,000 tested, under 10 active; Potency, µM (doses to about 59.8 µM), inactives show at the highest dose activity, negative = inhibition, usual class: inhibitors; AID 1477; AlphaScreen CBFb-His/RUNX1-biotin binding, biochemical; further: % of control where 0% means no effect
Target sequence (Q01196 whole entry, looked up): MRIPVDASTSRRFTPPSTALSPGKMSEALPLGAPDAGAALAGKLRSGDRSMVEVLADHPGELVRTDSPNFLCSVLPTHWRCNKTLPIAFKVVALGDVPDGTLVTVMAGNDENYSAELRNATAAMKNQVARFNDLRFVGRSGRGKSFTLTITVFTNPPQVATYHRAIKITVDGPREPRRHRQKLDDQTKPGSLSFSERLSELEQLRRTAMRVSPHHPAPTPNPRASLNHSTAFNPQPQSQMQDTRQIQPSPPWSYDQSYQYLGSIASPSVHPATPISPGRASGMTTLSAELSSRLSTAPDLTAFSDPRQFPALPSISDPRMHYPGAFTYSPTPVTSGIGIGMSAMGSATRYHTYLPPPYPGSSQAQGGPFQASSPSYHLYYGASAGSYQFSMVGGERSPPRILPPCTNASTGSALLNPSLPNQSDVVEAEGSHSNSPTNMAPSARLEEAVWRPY
Target sequence (Q13951 whole entry, looked up): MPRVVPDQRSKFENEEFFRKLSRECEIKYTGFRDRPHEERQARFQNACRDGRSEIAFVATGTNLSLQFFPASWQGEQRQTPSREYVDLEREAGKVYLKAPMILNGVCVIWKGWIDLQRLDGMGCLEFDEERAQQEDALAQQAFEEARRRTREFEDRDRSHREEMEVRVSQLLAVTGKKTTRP
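CBF-beta (His) and RUNX1 (biotin), 30 nM each; 20 min preassociation; + compound, 15 min; + beads 50 ng each (Ni, streptavidin), 90 min; RT; AlphaScreen read.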
KinaseGlo FLuc: counter-screen: inhibitors of Kinase-Glo firefly luciferase | Potency, µM (doses to about 38.3 µM), inactives show top-dose activity change, negative = inhibition, hits mostly inhibitors | actives 0.28% (n = 200,000) | Kinase-Glo luciferase, ATP luminescence, 8 min | AID 1379; further: potency means the concentration at half of the fitted maximal effect; on the % scale 0 is the no-effect control and ±100 the full control effect; nearly all actives have a fitted effect of over 60% in size
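Kinase-Glo luciferase light output from ATP and luciferin was measured with 10 uM ATP, within the enzyme's linear range. Buffer: 50 mM imidazole pH 7.2, 50 mM KCl, 7 mM MgCl2, 0.01% Tween 20, 0.05% BSA; luminescence read after 8 min at ambient temperature.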
IMPase Li inh: IMPase inhibition in cells with lithium potentiation; CHO-M1 cells, IP1 TR-FRET (IP-One), carbachol + lithium; Potency, µM (doses to about 59.4 µM), inactives show top-dose activity, negative = IMPase inhibition, usual class: inhibitors; actives 0.35% (n = 210,000); AID 1457;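 further: IP1 builds up when IMPase is blocked and the TR-FRET signal falls; potency means the concentration at half of the fitted maximal effect; plate controls were basal vehicle for no effect and high inhibitor control for full effect; nearly all actives have a fitted effect of over 50% in size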
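IP1 accumulation measured by competitive TR-FRET in lysed CHO-M1 cells after 30 min compound exposure at 37C, with a small lithium addition to potentiate weak responses. Hill-equation AC50 from ratio and donor-channel data.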
Epigenetic reg: regulators of epigenetic silencing causing reporter derepression in mouse cells; murine LDR cells, GFP reporter derepression, 30 h; Potency, µM (series often up to 53.9 µM), without a hit: top-dose GFP activation, hits mostly activators; actives 0.2% (n = 280,000); AID 1865; further: potency means the concentration at half of the fitted maximal effect; % of control where 0% means no effect; nearly all actives have a fitted effect of over 60% in size
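Reporter derepression read as number of fluorescent GFP-positive objects, 20-120 um in size, counted by laser-scanning cytometer. Mouse LDR line with an epigenetically silenced CMV-GFP locus; compound incubation 30 h, 37 C.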
HTT aggregate: mutant huntingtin aggregation inhibition. actives 1.1% (n = 220,000). PC12 HttQ103-GFP aggregates, Acumen cytometry, 40 h. Potency, µM (top dose mostly 46.1 µM), without a hit: top-dose activity change, negative = inhibition, actives largely listed as inhibitors; further: potency means the concentration at half of the fitted maximal effect; on the % scale 0 is the no-effect control and ±100 the full control effect; nearly all actives have a fitted effect of over 60% in size
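PC12 cells with ecdysone-inducible HTT exon1 Q103-GFP, induced by 100 nM tebufenozide, given compounds in a concentration series. GFP aggregates (1–25 um, 6 SD above background) counted in lysates by laser-scanning cytometry, 488 nm excitation.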
Lamin A splicing: modulators of lamin A splicing. HeLa LMNA splicing GFP/RFP minigene ratio, 48 h. Potency, µM (highest dose often 46.1 µM), for inactives: at the top dose ratio change, negative = inhibition, usual class: inhibitors. actives 0.01% (n = 200,000); active means well fitted inhibition curve with a large enough effect in the signal ratio, with a control signal flat, not every such curve was filed as active; inconclusive means small, poorly fitted or top-dose-only effect, or effect the other way, or a change in a side signal; the % refers to the signal ratio; further: potency means the concentration at half of the fitted maximal effect; on the % scale 0 is the no-effect control and ±100 the full control effect
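S3 HeLa stable clones carrying a lamin A-EGFP splicing minigene plus DsRed2 were seeded at 600 cells/well in Opti-MEM with 2% FBS, pin-dosed and incubated 48 h at 37°C. Acumen cytometry (488 nm) gave the GFP/RFP total-intensity ratio.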
NPSR antagonist: antagonists of human neuropeptide S receptor cAMP signaling; CHO-NPSR cells, cAMP TR-FRET, antagonist mode; Potency, µM (titrated, usually from 38.3 µM), inactives show at the highest dose activity change, negative = inhibition, most hits filed as inhibitors; actives 1% (n = 220,000); further: potency means the concentration at half of the fitted maximal effect; on the % scale 0 is the no-effect control and ±100 the full control effect; nearly all actives have a fitted effect of over 50% in size; many of its hits are not listed in these tables
Target sequence (Q6W5P4 whole entry, looked up): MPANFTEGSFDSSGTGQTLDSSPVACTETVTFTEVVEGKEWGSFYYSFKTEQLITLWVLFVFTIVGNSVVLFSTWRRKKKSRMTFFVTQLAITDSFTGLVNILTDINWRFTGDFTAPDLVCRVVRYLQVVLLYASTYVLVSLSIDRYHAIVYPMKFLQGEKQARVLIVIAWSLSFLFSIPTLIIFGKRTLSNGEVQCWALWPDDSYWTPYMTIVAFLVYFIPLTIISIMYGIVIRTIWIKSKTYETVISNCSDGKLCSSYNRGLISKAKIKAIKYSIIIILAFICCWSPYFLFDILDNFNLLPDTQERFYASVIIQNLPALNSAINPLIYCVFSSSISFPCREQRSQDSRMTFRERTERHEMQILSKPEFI
Starred values were filed as active, the others as inactive; ? = inconclusive; nt = no result given; & = joins results of further samples; [ ] = another dose, or the depositor's remark. Unless noted, the call rests on the fitted dose curve; in most records, active means well fitted curve in the direction sought with a large enough effect; inconclusive means small, poorly fitted or top-dose-only effect, or another doubt; inactive means no such curve, though single readings can be large; an effect the other way counts as inactive or inconclusive. The list is partial; the hit share may differ from the screen's.

SMILES	CBFb-RUNX1 inh	NPSR antagonist	Epigenetic reg	IMPase Li inh	HTT aggregate	Lamin A splicing	KinaseGlo FLuc
O=C(Cc1ccc(Cl)cc1)Nc1cccc(S(=O)(=O)Nc2ccccc2F)c1	5%	-23%	0.0%	3%	-22%	?	-2%
COCCOC(=O)C1=C(C)N(Cc2ccccc2)C(=O)NC1c1ccc(OC)cc1 (stereo not drawn)	0%	-11%[46.1 µM]	-0.2%	27%[38.3 µM]	11%[9.22 µM]	13%	-1%
O=C(CN(c1ccc(Br)cc1)S(=O)(=O)c1ccc(Cl)c([N+](=O)[O-])c1)NCCc1ccccc1	3%	-49%	-3.3%	12%	?	nt	2%
O=C(CSCc1ccc(Br)cc1)NC1CC1	0%	2%	-0.7%[10.1 µM]	1%	-2%[9.22 µM]	nt	-2%
CN(C)/C(=N\O)c1c(Cl)cccc1Cl	-5%	-1%	1.3%	nt	-9%[9.22 µM]	nt	nt
S=C(NCCc1ccccc1)N/N=C/c1c(Cl)cccc1Cl	-5%	-23%	-1.0%	12%	20%	-2%	0%
Cc1ccccc1Cn1ccc(NC(=O)CCSc2nc(-c3ccco3)cc(C(F)(F)F)n2)n1	5%	-24%[46.1 µM]	0.0%	35%[38.3 µM]	-13%	?	0%
CCOC(=O)c1sc(=S)n(-c2cccc(OC)c2)c1N	-13%	-2%[46.1 µM]	-1.8%	11%[38.3 µM]	14%	0%[0.0737 µM]	-2%
COc1ccc(NC(=O)COC(=O)C2CCC(C(C)(C)C)CC2)c([N+](=O)[O-])c1 (stereo not drawn)	-14%	3%	-1.0%	7%	-9%	-8%	-1%
O=C(COC(=O)c1ccc(F)c(S(=O)(=O)N2CCCCC2)c1)NCc1ccc(F)cc1	3%	-2%	1.4%	14%	25%	0%[46 µM]	2%
CCOC(=O)Cc1nn(CCc2ccccn2)c(=O)c2ccccc12	1%	-2%[46.1 µM]	-0.7%	8%[38.3 µM]	-6%	3%	-3%
CCNC(=S)N=Nc1c(O)[nH]c2ccc([N+](=O)[O-])cc12	-8%	-41%	-1.9%	12%	-3%	8%[46 µM]	0%
CCc1cc(C(=O)N/N=C/c2c(C)[nH]c3ccccc23)cs1	7%	-7%	-1.9%	1%	14%	-4%	-1%
Cc1cccn2c(=O)c3cc(C(=O)NCc4cccnc4)c(=N)n(C)c3nc12	0%	6%[46.1 µM]	6.8%	nt	19%	14%	nt
Fc1ccccc1CN(CCN1CCOCC1)C(=S)Nc1ccccc1Cl	2%	-12%	1.1%	-1%	21%	nt	10%
COc1cc2c(cc1OC)C1(CCCC1)CNC2c1ccc([N+](=O)[O-])cc1 (stereo not drawn)	-2%	-51%	-0.4%	4%	16%[9.22 µM]	-22%[46 µM]	0%
Cc1cc(=O)[nH]c(N/N=C/c2ccc([N+](=O)[O-])cc2)n1	2%	-15%	2.3%	0%	2%	nt	3%
Cc1c(C(=O)O)sc2nc(CSc3nnc(-c4ccc(F)cc4)n3C)[nH]c(=O)c12	5%	12%	0.1%	-7%	-9%	nt	-1%
Cc1ccc([N+](=O)[O-])cc1NC(=S)NC(=O)CC(C)(C)C	1%	-20%[46.1 µM]	-1.2%	15%[38.3 µM]	-12%	22%	-2%
CC(C)Cn1c(=O)c2ccccc2n2c(SCC(=O)N3c4ccccc4CC3C)nnc12 (stereo not drawn)	14%	-14%	0.0%	10%	-10%	-13%	-2%
COc1ccc(S(=O)(=O)N(Cc2ccccc2)Cc2nc(-c3ccccc3)no2)cc1	?	-28%[46.1 µM]	3.8%	32%[activator][38.3 µM]	?	?	-1%
COc1ccc(C)cc1NC1=C(Cl)C(=O)N(C2CCCCC2)C1=O	-19%	-9%[46.1 µM]	0.0%	-23%[38.3 µM]	?	1%	-4%
COc1ccc(C(=O)NNC2=NC(C)(C)Cc3ccccc32)cc1	-5%	7%	2.6%	-2%	3%	4%	1%
CCCCCCCn1c(C)nnc1-c1cnn(C)c1N	-25%	2%	-0.4%	1%	-20%	10%[46 µM]	1%
O=C(NN1CCOCC1)c1cn(-c2ccccc2)nc1-c1cccs1	-2%	-7%	1.6%	nt	-23%[9.22 µM]	nt	nt
CCN1CCCC1CN(Cc1cc2cc(C)cc(C)c2[nH]c1=O)C(=O)Nc1ccccc1OC (stereo not drawn)	-3%	-9%[46.1 µM]	6.5%	-6%[38.3 µM]	2%	?	11%
CCOc1ccccc1N1CCN(c2nc3ccccc3nc2C(C#N)C(=O)OC(C)C)CC1 (stereo not drawn)	-2%	-16%[46.1 µM]	-1.1%	1%[38.3 µM]	12%	5%	-1%
Cn1c(=O)[nH]c(=O)c2c1nc(N/N=C/c1cccnc1)n2Cc1ccc(Cl)cc1	4%	12%	-2.3%	nt	1%[9.22 µM]	nt	nt
O=C(CCCOc1ccc(Cl)cc1Cl)NCc1ccncc1	7%	-11%	-0.1%	-8%	14%[9.22 µM]	-4%[46 µM]	-3%
Cc1ccc(C)c(N2CCN(CC(=O)Nc3ccc([N+](=O)[O-])cc3C(=O)Nc3ccccc3F)CC2)c1	-13%	-13%[46.1 µM]	-0.4%	23%[38.3 µM]	4%	-1%	-7%
CCOC(=O)C1CCN(Cc2ccc(OC)cc2OC)CC1	4%	5%[46.1 µM]	0.0%	36%[activator][38.3 µM]	-2%	-6%	-2%
COc1cc(C(Nc2ccccn2)c2ccc3ccc(C)nc3c2O)cc(OC)c1O (stereo not drawn)	-22%	?	0.0%	10%[38.3 µM]	11%[9.22 µM]	?	-3%
COc1ccc(-c2nnc(SCC(=O)NNC(=O)Cc3ccccc3)n2C)cc1OC	-4%	13%	0.0%	-4%	-2%	-13%	-2%
O=C(Oc1ccccc1N1C(=O)C2CCCCC2C1=O)c1ccc(Cl)cc1 (stereo not drawn)	11%	-15%[46.1 µM]	0.9%	-1%[38.3 µM]	4%	-2%	8%
CC1=NN(c2ccccc2)C(=O)C1C(=O)c1ccccc1 (stereo not drawn)	-1%	-1%	4.7%	21%	?	?	2%
S=C1NCCOCCOCCOCCOCCNC(=S)N2CCOCCOCCN1CCOCC2	6%	0%	2.3%	4%	-3%[9.22 µM]	2%[46 µM]	-6%
CC(Sc1nnc(Nc2ccccc2)s1)C(=O)NC1CCCc2ccccc21 (stereo not drawn)	10%	-9%	0.0%	13%	7%	?	3%
CC(C)(C)NS(=O)(=O)c1ccc(NS(=O)(=O)Cc2ccccc2)cc1	0%	-6%[46.1 µM]	0.1%	21%[38.3 µM]	11%	-1%	-2%
Cc1ccc(S(=O)(=O)N2CCN(C(=O)CSc3nnc(C)c(=O)[nH]3)CC2)cc1	4%	-3%[46.1 µM]	-0.7%	18%[38.3 µM]	14%	7%	-3%
CCCn1cc(CN2CCC(Cc3cccc(F)c3)(C(=O)OCC)CC2)c(C)n1	5%	-2%	-1.7%	nt	7%[9.22 µM]	nt	nt
CCn1c(CNC(=O)c2ccccc2F)nnc1SCc1nc2ccccc2c(=O)[nH]1	2%	-8%	0.2%	-4%	19%	?	-2%
CCOC(=O)N1CCN(C(=O)c2cc3cc(Br)ccc3oc2=O)CC1	3%	-3%[46.1 µM]	0.8%	7%[38.3 µM]	6%	7%	0%
CN(CC(=O)NC1CCCCCC1)S(=O)(=O)c1ccccc1	4%	0%[46.1 µM]	2.5%	41%[activator][38.3 µM]	3%	-3%	3%
Cc1cc(C)n(C(=O)c2ccc(NC(=O)CC(C)C)cc2)n1	10%	-6%[46.1 µM]	2.6%	10%[38.3 µM]	23%	-1%	1%
Cc1ccc[n+](-c2nc3ccccc3nc2C(=C=[N-])C#N)c1	2%&-11%	-15%	-4.0%&0.0%	2%[38.3 µM]	17%[9.22 µM]	?	-1%
COc1ccc(-c2c3c(=O)n(C)c(=O)n(C)c3cn2-c2cc(OC)ccc2OC)cc1	-21%	?	-1.6%	-13%[38.3 µM]	?	-4%	0%
CC(=O)Nc1cccc(C(=O)Nc2ccccc2C(=O)O)c1	5%	-6%[46.1 µM]	-2.0%	12%[38.3 µM]	-6%	14%	-1%
C=CCC1(C#N)C(=S)NC(C)=C(C(=O)OCC)C1c1ccccc1 (stereo not drawn)	2%	-11%	5.6%	nt	9%[9.22 µM]	nt	nt
O=C(O)CC(c1ccccc1)n1cnnn1 (stereo not drawn)	2%	-7%[46.1 µM]	0.0%	4%[38.3 µM]	-8%	4%	3%
COc1ccccc1NC(=O)c1cnc(Nc2ccccc2OC)c2ccccc12	?	-16%	-0.9%	-1%	-14%	?	-1%
O=C1C2C(c3ccccc3)C=CC(c3ccccc3)C2C(=O)N1CCCO (stereo not drawn)	2%	-20%[46.1 µM]	0.1%	29%[38.3 µM]	16%	-6%	-1%
CCn1ccc2cc(OC)ccc2c1=S	2%	4%[46.1 µM]	-2.1%	11µM*	19%	-9%	-2%
CCc1ccc(CCC(=O)Nc2ccc(C)c(C)c2)o1	12%	?	-0.8%	17%[38.3 µM]	11%	8%	-3%
COc1ccccc1-c1ccc(/C=N/O)o1	-1%	1%	-1.0%	nt	0%[9.22 µM]	nt	nt
Cn1nc(CC(=O)NCc2ccc(C(F)(F)F)cc2)c2ccccc2c1=O	1%	-5%[46.1 µM]	-1.0%	15%[38.3 µM]	-18%	?	7%
O=C(Nc1ccc(-n2cnnn2)cc1)C1CCCN1C(=O)NC1CCCCC1 (stereo not drawn)	-2%	1%[7.67 µM]	-0.6%	9%[38.3 µM]	15%	-1%	-2%
COc1ccc(C(C(=O)NC2CCCCC2)N(Cc2cccs2)C(=O)Cc2c[nH]c3ccccc23)cc1 (stereo not drawn)	-7%	?	-1.0%	8%[38.3 µM]	?	6%	1%
CCCCCCCCCn1c2c(c(=N)c3c1CCC3)CCCC2	2%	?	1.2%	29%	-33%[9.22 µM]	?	0%
COc1cccc(Sc2ccccc2/C=N/NC(N)=O)c1	-4%	11%	-1.8%	8%	15%	nt	2%

High-throughput results from PubChem BioAssay.
